# GPR35 arrestin U2OS: GPR35 antagonists blocking zaprinast-driven arrestin recruitment, primary screen, imaging, U2OS, beta-arrestin-GFP, zaprinast agonist (AID 2058) | one-dose inhibition, % at 10 µM; IC50 in µM for titrated hits | 290,000 compounds, 0.052% hits | U2OS GPR35 beta-arrestin-GFP translocation imaging, zaprinast antagonism; higher % means a stronger effect | G-protein coupled receptor 35 (Homo sapiens);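 active means inhibition of at least 50% with at least 30 cells and total cytoplasm GFP at most 10,000,000; inconclusive means under 30 cells or total GFP of 10,000,000 plus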
# Yfh1-off respiration: enhancers of respiration in Yfh1-depleted yeast, dose response, Friedreich's ataxia, plus single-dose screen (AID 1465). S. cerevisiae Yfh1-off respiration, WST-1 reduction, 72 h; higher fold induction means a stronger effect. one-dose fold induction at 50 µM; EC50 in µM for titrated hits. 220,000 compounds, 0.074% hits;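 active means fold induction of absorbance versus untreated yeast above a set limit, then at least 30% activation at any dose in follow-up; inconclusive means repeats straddling the limit, or above it without dose testing; inactive means fold induction below the set limit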;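 further: activators that raise dye reduction in frataxin-depleted yeast; strong numbers were not always called active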
# MgcRacGAP inhibition: MgcRacGAP GTPase-activating activity inhibitors, confirmation, biochemical, ADP Hunter fluorescence; Rac GTPase-activating protein 1 (Homo sapiens); MgcRacGAP-stimulated Rac1 GTP hydrolysis, ADP Hunter fluorescence; higher % means a stronger effect; GST-tagged Rac1 F28L mutant substrate; inhibition, % at 30 µM, or IC50 in µM where a hit was titrated; 340,000 compounds, 0.6% hits;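 active means first-screen hits whose inhibition reached a set limit at any dose in the follow-up dose series; inconclusive means inhibition above the set first-screen limit but never retested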;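 further: fluorescence reports GDP produced by GAP-driven GTP hydrolysis; strong numbers were not always called active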
# GPR55 beta-arrestin: GPR55 agonists via beta-arrestin recruitment, primary screen, imaging, U2OS cells, beta-arrestin-GFP redistribution (AID 1961) | G-protein coupled receptor 55 (Homo sapiens) | U2OS GPR55 beta-arrestin-GFP redistribution imaging; higher % means a stronger effect | activation, % at 10 µM; hits with a dose series show EC50 in µM | 290,000 compounds, 0.048% hits;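 active means activation above 40% with more than 50 cells counted in the well; inconclusive means wells holding fewer than 50 cells, flagged as toxic or sparse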;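 further: U2OS osteosarcoma cells stably expressing GPR55 and beta-arrestin-GFP; plate controls were DMSO negative control for no effect and LPI positive control for full effect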
# NS5 inhibitors: Dengue-2 NS5 methyltransferase inhibitors, primary screen, biochemical, confirmation dose response (AID 588689); Genome polyprotein (Dengue virus type 2 (strain 16681-PDK53)); Dengue-2 NS5 methyltransferase capping enzyme assay, biochemical; higher % means a stronger effect; inhibition, % at 25 µM, or IC50 in µM where a hit was titrated; 340,000 compounds, 0.3% hits; in the data active means a potency from the dose series; inconclusive means inhibition above about 29% without an active follow-up result
# NTR1 ag: agonists of NTR1, primary screen, imaging, U2OS cells, beta-arrestin-GFP, high content (AID 493036) | NTR1-U2OS beta-arrestin-GFP spot imaging, agonist mode | activation, % at 20 µM | 330,000 compounds, 0.17% hits | Neurotensin receptor type 1 (Homo sapiens), P30989;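 active means activation at or above 40% of the spot to cytoplasm intensity ratio, with at least 20 cells analyzed; inconclusive means wells under 20 cells, flagged as cytotoxic or low count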;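 further: 0% = DMSO without peptide and 100% = 100 nM NTR1 peptide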
# Target sequence (P30989 whole entry, looked up): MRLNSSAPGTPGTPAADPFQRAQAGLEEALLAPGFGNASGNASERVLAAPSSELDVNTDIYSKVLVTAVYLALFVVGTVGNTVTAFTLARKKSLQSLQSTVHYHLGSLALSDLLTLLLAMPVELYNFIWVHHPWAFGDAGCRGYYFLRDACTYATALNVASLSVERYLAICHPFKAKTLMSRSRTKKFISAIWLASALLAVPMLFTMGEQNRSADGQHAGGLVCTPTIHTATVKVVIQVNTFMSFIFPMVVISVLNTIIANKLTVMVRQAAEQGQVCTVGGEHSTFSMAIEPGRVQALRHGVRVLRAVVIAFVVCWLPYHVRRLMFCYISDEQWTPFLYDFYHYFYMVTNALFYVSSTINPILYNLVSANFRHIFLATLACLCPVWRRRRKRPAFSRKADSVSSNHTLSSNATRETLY
# GPR55 LPI antagonism: GPR55 antagonists blocking LPI-driven arrestin recruitment, primary screen, imaging, U2OS, beta-arrestin-GFP, LPI agonist (AID 2013) | one-dose inhibition, % at 10 µM; IC50 in µM for titrated hits | G-protein coupled receptor 55 (Homo sapiens) | 290,000 compounds, 0.13% hits | U2OS GPR55 beta-arrestin-GFP translocation imaging, LPI antagonism; higher % means a stronger effect;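 active means spots per cell inhibited over 60%, with over 100 cells counted and total cytoplasm intensity under 500,000; inconclusive means wells with under 100 cells, flagged as likely toxic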;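 further: U2OS cells stably carrying GPR55 and arrestin-GFP stimulated by 5 µM LPI near EC80; imaged beta-arrestin-GFP aggregate spots per cell after agonist stimulation; plate controls were LPI-stimulated DMSO wells for no effect and DMSO wells without LPI for full effect; some results filed as inactive read as strong as hits; confirmed hits need IC50 under 10 µM and bright autofluorescent wells are also inconclusive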
# AID2073: inhibitors of Mint1-CaV2.2 protein interaction, biochemical, HTRF (AID 2073). Voltage-dependent N-type calcium channel subunit alpha-1B (Homo sapiens). 290,000 compounds, 0.19% hits. inhibition, % at 20 µM, or IC50 in µM where a hit was titrated. HTRF protein-protein interaction, Mint1-CaV2.2; higher % means a stronger effect; in the data active means inhibition mostly above about 51%, no sharp cut-off; inconclusive means no clear call, values can overlap the other calls; inactive means mostly below about 53%; further: some results filed as inactive read as strong as hits
# SV40 large T antigen: SV40 large T antigen inhibitors, biochemical (AID 1903); SV40 large T antigen ATPase/helicase inhibition assay; higher % means a stronger effect; one-dose inhibition, % at 20 µM; IC50 in µM for titrated hits; 310,000 compounds, 0.39% hits; in the data active means a potency from the dose series; inconclusive means inhibition mostly from about 32% at the one dose, without a potency; inactive means the rest, 99 in 100 with inhibition below about 32%; further: strong numbers were not always called active
# NTR1 ag cell count 20 µM: recorded beside NTR1 ag, whose call it bears; cell count; measured here: cell count, cytotoxicity flag
# NS5 inhibitors pilot replicate: second read-out of NS5 inhibitors, no call of its own (marks repeat the call); inhibition, %; measured here: pilot screen replicate inhibition
# The depositor's hits bear a star; i = inactive; u = inconclusive; x = no result given.
SMILES,GPR35 arrestin U2OS,Yfh1-off respiration,MgcRacGAP inhibition,GPR55 beta-arrestin,NS5 inhibitors,NTR1 ag,NTR1 ag cell count 20 µM,GPR55 LPI antagonism,AID2073,SV40 large T antigen,others
Cc1cccc(OCCn2c(S(=O)(=O)O)nc3ccccc32)c1,-0.5%,i,0.2%,0.0%,-3.5%,-0.2,47,9.3%,-1.5%,-0.3%,
COc1cc(-c2cc(C(=O)O)c3c(OC)c(OC)c(OC)cc3n2)ccc1O,6.3%,i,126µM*,-0.1%,x,-0.5,56,-9.5%,0.4%,30.9%,
COc1ccc(C(=O)Nc2ccc(OCC(=O)N3CCOCC3)cc2)c(OC)c1OC,19.2%,x,0.8%,-0.1%,2.2%,0.4,59,15.9%,26.1%,16.2%,
O=C(O)c1cc2ncc(-c3[nH]ncc3[N+](=O)[O-])cn2n1,-9.6%,i,11.0%,-0.1%,-4.4%,0.6,33,-4.5%,18.9%,6.9%,
Nc1cc(C(=O)OCC(=O)N2CCCC2=O)ccc1Cl,x,x,-1.9%,x,2.2%,1.4,46,x,x,11.5%,
COCCn1nnnc1C(c1ccc(Cl)cc1)N1CCSCC1 (stereo unspecified),14.8%,i,3.1%,-0.4%,-2.7%,-1.8,42,-5.7%,-7.1%,4.0%,
C[C@@H](C(=O)N1CCNCC1)n1cc(CCCN=C(N)N)nn1,-3.6%,i,-0.6%,0.2%,17.4%,1.2,66,-7.0%,12.6%,5.8%,
CC(C)(C)c1ccccc1OCCCCCn1ccnc1,2.5%,i,9.6%,0.2%,-9.6%,4.0,52,4.5%,-9.1%,0.8%,
COc1ccc(OC)c(C2SCCN2S(C)(=O)=O)c1 (stereo unspecified),4.2%,i,9.6%,-0.1%,8.9%,0.2,81,0.8%,6.8%,8.6%,NS5 inhibitors pilot replicate=5.0
COc1cc(C2NC(=O)NC(C)=C2C(=O)OC(C)C)ccc1OC(=O)c1ccco1 (stereo unspecified),3.8%,i,5.8%,-0.4%,-4.1%,0.4,47,-4.7%,11.6%,10.9%,
CC1=NN(C2=NS(=O)(=O)c3ccccc32)C(C)(O)C1 (stereo unspecified),6.1%,x,10.4%,0.0%,-4.6%,1.3,67,0.6%,10.7%,27.6%,
Cc1cc(-c2ccco2)c(C#N)c2nc3ccccc3n12,-11.9%,i,12.3%,-0.1%,u,3.8,58,-11.8%,49.9%,4.7%,
FC(F)Oc1ccc(NC(=S)NC23CC4CC(CC(C4)C2)C3)cc1,5.8%,x,4.2%,-0.4%,-1.5%,13.3,51,-1.7%,4.5%,22.7%,
COc1cccc(/C=C2\Oc3ccc(O)cc3C2=O)c1O,0.6%,x,12.1%,-0.1%,-24.7%,1.8,110,-7.6%,13.2%,20.2%,
CCCCn1c(N)c(N(CCOC)C(=O)c2cc3c(s2)CCC(C)C3)c(=O)[nH]c1=O (stereo unspecified),x,x,4.8%,x,-7.4%,0.7,41,x,x,20.1%,
Cc1ccc(NS(=O)(=O)c2ccc3c(c2)n(C)c(=O)n3C)cc1,-3.9%,x,12.3%,0.9%,-4.5%,-0.7,54,-4.3%,2.3%,3.9%,
O=C(Nc1ccc(S(=O)(=O)N2CCOCC2)cc1)c1nn(-c2ccc(F)cc2)ccc1=O,-1.6%,x,8.5%,-0.2%,-10.9%,2.4,66,21.7%,8.5%,19.9%,
COc1ccc(C2=NOC(C(=O)NCCN3CCOCC3)C2)cc1 (stereo unspecified),5.6%,i,6.4%,-0.1%,-9.6%,0.0,97,-5.0%,8.8%,0.0%,
COc1ccc(/C=N/N(Cc2ccccc2)c2ccccc2)cc1O,22.7%,i,3.8%,1.0%,-4.6%,7.4,63,11.1%,0.7%,7.9%,
CC1(C)CC(=O)C2=C(C1)OC(N)=C(C#N)[C@@]21C(=O)N(CC(N)=O)c2ccccc21,4.4%,i,6.1%,-0.2%,-3.2%,1.1,43,-1.6%,-3.9%,1.3%,
O=C(Nc1ccc(N2CCOCC2)nc1)c1ccc(F)cc1,14.6%,i,3.1%,-0.4%,-2.0%,0.5,60,-12.4%,1.3%,-0.1%,
O=C(NCCc1ccc(C(F)(F)F)cc1)C1CCC(=O)N(CCc2cccc(F)c2)C1 (stereo unspecified),-5.8%,x,9.5%,-0.1%,0.7%,-0.7,48,8.4%,-4.2%,23.6%,
CCn1c(=S)[nH]c2nc3c(cc2c1=O)CCCC3,-5.1%,i,7.7%,0.0%,-7.8%,1.5,92,12.2%,-30.3%,6.7%,
N#CC1=C(N)Oc2cc(O)ccc2C1c1ccc(Br)s1 (stereo unspecified),-3.0%,x,12.4%,-0.1%,x,2.6,46,0.7%,1.7%,12.9%,
Cn1c(=O)c([N+](=O)[O-])c(NC2CCS(=O)(=O)C2)c2ccccc21 (stereo unspecified),-3.8%,i,10.7%,0.3%,6.9%,0.0,52,5.5%,-2.2%,32.5%,
O=C(COc1ccc(NC(=O)c2cccs2)cc1)c1ccc(F)cc1,0.0%,x,7.8%,0.0%,-0.3%,1.5,51,1.6%,12.9%,1.4%,
COc1ccc(C(=O)OCC(=O)NCCN2C(=O)CSC2=O)cc1,-13.4%,i,7.4%,0.6%,0.0%,-1.2,58,9.0%,2.7%,0.7%,
CCC1C(=O)N(c2nc(C)cc(C)n2)N=C1C (stereo unspecified),6.9%,i,6.2%,-0.1%,-1.4%,1.0,46,2.9%,2.8%,6.7%,
CCOC(=O)CSc1nc2c(sc(=S)n2-c2ccc(OCC)cc2)c(=O)[nH]1,6.1%,i,4.6%,0.6%,0.0%,0.8,33,-5.3%,-9.6%,11.5%,
Cc1cc(OCCN2CCC(Cc3ccccc3)CC2)ccc1[N+](=O)[O-],-2.8%,x,22.0%,-0.1%,-1.1%,2.4,50,-3.7%,-5.6%,14.0%,
O=C(COC(=O)c1ccc(O)cc1)NC1CCCC1,-9.6%,x,1.8%,0.0%,6.8%,-0.6,74,1.0%,-4.4%,1.2%,
Cc1ccc(-n2cc(CN3CCCN(C=O)CC3)c(-c3ccc(F)cc3)n2)cc1,3.7%,i,12.3%,-0.1%,-5.2%,1.9,85,8.1%,-11.0%,0.3%,
O=C(c1ccncc1)N1CCN(S(=O)(=O)c2cccc(Cl)c2)CC1,x,x,5.6%,x,2.9%,0.3,35,x,x,6.1%,
CCOc1ccc(OCC)c(S(=O)(=O)NCCOC23CC4CC(CC(C4)C2)C3)c1,-6.3%,i,4.4%,0.1%,7.3%,1.0,31,9.2%,2.5%,9.1%,
Cc1nc2ccccn2c1C(=O)NC1CCCC1,2.3%,i,-3.2%,0.0%,-3.0%,2.2,60,-1.6%,-2.9%,17.0%,
COc1ccc(CC(=O)O/N=C(\N)Cc2cccc3ccccc23)cc1OC,-11.6%,i,7.9%,0.6%,-6.4%,-1.4,75,10.5%,6.1%,10.2%,
COC(=O)c1cc2sc(Cl)cc2n1CC(=O)NCCC(C)C,-17.2%,i,5.0%,-0.1%,-8.1%,0.0,68,17.4%,-4.8%,1.6%,
CC(C)CCN1CC(=O)N2Cc3[nH]c4ccccc4c3C[C@H]2C1=O,-10.1%,x,0.2%,0.0%,-2.6%,-2.0,82,-0.4%,10.0%,1.8%,
COc1cccc(/C=N/n2c(-c3cc(C)[nH]n3)n[nH]c2=S)c1O,7.2%,i,u,0.2%,0.8%,-0.6,58,3.5%,9.9%,16µM*,
COc1ccc(OC)c(NC(=O)C2CC(=O)N(c3ccc(Br)cc3)C2)c1 (stereo unspecified),5.7%,i,6.9%,0.4%,4.3%,-0.9,47,7.8%,-1.2%,1.9%,
CCC(C)N1CC(=O)N2C(c3ccc(OC)cc3OC)c3[nH]c4ccccc4c3C[C@H]2C1=O (stereo partly specified),-10.2%,x,8.5%,-0.1%,-4.0%,-1.5,74,-8.2%,22.8%,-1.6%,
COc1ccc(C(=O)COc2ccccc2C(=O)Nc2ccccc2)cc1,-6.4%,i,2.4%,0.2%,2.3%,2.3,45,17.3%,7.9%,9.6%,
CCC(C)NC(=O)c1ccc2nc(-c3ccc(OC)c(OC)c3)c(-c3ccc(OC)c(OC)c3)nc2c1 (stereo unspecified),-6.8%,x,1.5%,-0.1%,-2.0%,2.4,78,9.1%,21.4%,11.3%,
CC1=CC(C2CC(=O)N(c3ccccc3C)C2=O)CC2C(=O)N(c3ccccc3C)C(=O)C12 (stereo unspecified),0.1%,i,4.2%,0.5%,-5.9%,-1.8,44,8.8%,0.0%,2.1%,
COc1ccc(N2CCN(C(c3nnnn3C3CCCC3)C(C)C)CC2)cc1 (stereo unspecified),4.5%,i,17.5%,-0.1%,-0.7%,0.4,39,19.3%,-14.4%,33.6%,
COc1cccc(C2=NC(C)(C)NC(c3ccccc3O)C2)c1 (stereo unspecified),-4.1%,i,-8.6%,0.3%,-17.3%,12.4,56,33.2%,6.4%,-0.8%,
Cc1nn(Cc2ccc(Cl)cc2Cl)c(C)c1NC(=O)c1sc2ccccc2c1Cl,-6.8%,x,5.3%,-0.1%,4.0%,5.2,59,6.4%,1.2%,-0.7%,
Cc1onc(-c2c(F)cccc2Cl)c1C(N)=S,-13.4%,i,1.4%,0.0%,7.0%,0.4,41,22.6%,-4.4%,-0.8%,
CCc1nnc(NC(=O)CSc2nc3[nH]ncc3c(=O)[nH]2)s1,3.8%,i,9.4%,-0.2%,-9.8%,1.7,74,7.3%,8.0%,9.1%,

# From PubChem BioAssay

# Random draw from the library; 1.7% or so of the library scored in one or more.
